CHO-K1 Ca antag: counter-screen for M1 antagonists: effect in parental CHO-K1 cells; ATP-induced calcium, Fluo-8 fluorescence; inhibition, % at 3 µM; hit rate 0.6% among 360,000; AID 602250;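 active means inhibition above a per-plate cutoff, the plate's mean sample inhibition plus 3 SD, cut at about 24% in these data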;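 further: 0% = DMSO plus EC80 ATP and 100% = DMSO alone without ATP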
OXTR potentiate: potentiates the human oxytocin receptor response; P30559; CHO-OTR cells, Fluo-8 calcium fluorescence, potentiator mode; 0% = oxytocin EC15, 100% = EC100; activation, % at 3 µM; hit rate 0.061% among 320,000; AID 2445;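 active means activation above that plate's cutoff, the mean activation of tested compounds plus 3 SD, cut at about 6.6% in these data, passing the limit was not always enough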;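 further: 100% uses oxytocin at 75 nM as the full agonist control; some results filed as inactive read as strong as hits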
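Assay system: CHO cell line stably expressing human OTR | Also added: Oxytocin at about EC15, sub-maximal agonist stimulus | Times: Compound 6 min at room temperature before oxytocin, 100 s read | Measured by: Fluo-8 intracellular calcium fluorescence, ex 470-495, em 515-575 nm | Controls: EC15 oxytocin alone as 0%, 75 nM oxytocin as 100%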
CHO parental Ca: counter-screen: ATP calcium response change in parental CHO cells; parental CHO-K1, ATP-induced calcium, Fluo-8 fluorescence; inhibition, % at 5.6 µM; hit rate 0.63% among 330,000; AID 463079;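 active means inhibition above that plate's mean sample inhibition plus 3 SD, cut at about 26% in these data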;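 further: 0% = ATP-challenged DMSO wells and 100% = DMSO wells without ATP; some compounds past the cut are filed as inactive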
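Test system: untransfected parental CHO cell line; also added: ATP stimulus; dosing: 5.6 µM, single dose; signal: calcium-sensitive Fluo-8 fluorescence; measure: percent inhibition of ATP-evoked calcium rise, normalized to controls; benchmarks: low control ATP plus DMSO, high control DMSO only; replication: one well per compound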
CHRM1 PAM: positive allosteric modulators of human M1 muscarinic receptor. P11229. CHO-K1 hM1, Fluo-8 calcium fluorescence, ACh EC20; 0% = ACh EC20, 100% = maximal ACh. activation, % at 3 µM. hit rate 0.088% among 360,000. AID 588819; in the data active means activation above about 19%, passing the limit was not always enough
Target sequence (P11229 whole entry, looked up): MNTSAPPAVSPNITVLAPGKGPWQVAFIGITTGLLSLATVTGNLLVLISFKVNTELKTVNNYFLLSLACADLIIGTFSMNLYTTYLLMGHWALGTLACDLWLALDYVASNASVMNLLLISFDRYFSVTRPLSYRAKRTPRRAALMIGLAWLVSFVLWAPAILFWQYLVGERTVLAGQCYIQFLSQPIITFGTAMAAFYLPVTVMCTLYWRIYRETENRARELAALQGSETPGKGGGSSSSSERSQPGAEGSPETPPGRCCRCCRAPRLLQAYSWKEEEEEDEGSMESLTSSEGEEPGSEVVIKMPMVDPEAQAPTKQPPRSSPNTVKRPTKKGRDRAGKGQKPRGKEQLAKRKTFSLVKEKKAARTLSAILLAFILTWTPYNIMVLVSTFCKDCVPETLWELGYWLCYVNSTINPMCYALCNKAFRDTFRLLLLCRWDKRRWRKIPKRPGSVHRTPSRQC
CHO-K1 Ca ag: M1 agonist counterscreen hit in parental CHO-K1 cells. Fluo-8 calcium fluorescence; scaled to maximal ATP response, vehicle zero. activation, % at 3 µM. hit rate 0.48% among 360,000; in the data active means activation above about 15%;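 further: untransfected CHO-K1 host cells lacking M1 receptor as counterscreen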
M1 ag: activates human CHRM1 receptor; AID 588814; CHO-K1 hM1, Fluo-8 calcium fluorescence, agonist mode; 0% DMSO, 100% acetylcholine EC100; hit rate 0.33% among 360,000; P11229; activation, % at 3 µM;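 active means activation above the run's mean compound activation plus 3 SD, cut at about 16% in these data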;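 further: peak over basal fluorescence ratio within a 140 s kinetic read after compound addition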
M4 antag: antagonists of human muscarinic M4 receptor (CHRM4); P08173; CHO-hM4 cells, ACh EC80, Fluo-8 calcium fluorescence; inhibition, % at 3 µM; hit rate 0.73% among 360,000;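 active means inhibition above its plate's cutoff, the mean inhibition of sample wells plus 3 SD, cut at about 27% in these data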;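 further: 0% = acetylcholine EC80 with DMSO and 100% = DMSO without agonist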
Target sequence (P08173 whole entry, looked up): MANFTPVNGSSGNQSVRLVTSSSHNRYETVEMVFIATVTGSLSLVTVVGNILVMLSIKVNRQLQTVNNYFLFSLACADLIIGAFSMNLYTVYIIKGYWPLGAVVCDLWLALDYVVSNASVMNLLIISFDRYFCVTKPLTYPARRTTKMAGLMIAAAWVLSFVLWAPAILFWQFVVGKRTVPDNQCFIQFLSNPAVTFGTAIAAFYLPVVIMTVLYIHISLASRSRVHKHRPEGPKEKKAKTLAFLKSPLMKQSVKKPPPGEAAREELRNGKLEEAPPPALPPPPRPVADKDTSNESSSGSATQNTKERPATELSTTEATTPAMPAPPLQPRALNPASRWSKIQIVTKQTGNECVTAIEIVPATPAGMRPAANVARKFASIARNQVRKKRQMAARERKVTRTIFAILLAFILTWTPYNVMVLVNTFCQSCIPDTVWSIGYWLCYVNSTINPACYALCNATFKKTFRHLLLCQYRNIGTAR
CHRM1 antagonist: blocks human M1 muscarinic receptor | inhibition, % at 3 µM | AID 588852 | CHO-K1 hM1, Fluo-8 calcium fluorescence, ACh EC80 antagonist | hit rate 1.3% among 360,000;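 active means percent inhibition above its own plate's cutoff, namely the mean of that plate's compound wells plus 3 SD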;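 further: peak over basal fluorescence ratio during 140 s after agonist addition; 0% = ACh EC80 plus DMSO and 100% = DMSO alone without agonist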
CHRM4 agonist: agonists of human muscarinic M4 receptor (CHRM4); hit rate 0.14% among 360,000; CHO-K1 hM4/Gqi5, Fluo-8 calcium fluorescence; vehicle 0%, full acetylcholine response 100%; activation, % at 3 µM; P08173;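 active means activation above the run mean over all test wells plus 3 SD, cut at about 32% in these data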;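 further: peak over basal fluorescence ratio per well then scaled between controls; 0% = DMSO wells and 100% = acetylcholine at EC100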
* = called active by the depositor; . = not tested or not shown; & = joins results of further samples.

1. CN(CC(=O)N1CCc2ccccc21)S(=O)(=O)c1ccc(Br)s1
2. COc1cccc(/C=C2\CCC(C3CCCC3)C2=O)c1 (stereo not given)
3. C=CCNc1nnc(Cc2ccc(F)cc2)c(=O)[nH]1
4. CC(C)CNC(=O)c1coc(=O)c(Br)c1
5. COc1cc(C2C(C#N)=C(N)Oc3cc(C)oc(=O)c32)cc2c1OCO2 (stereo not given)
6. CS(=O)(=O)N1c2ccccc2[C@@]2(Br)C[C@H]3C(=O)N[C@@H](Cc4ccccc4)C(=O)N3[C@@H]12
7. C=CCNC(=O)c1cc(Cl)ccn1
8. Cc1nnc(NC(=O)C(C)Sc2nnc(CNC(=O)c3ccccc3F)n2C)s1 (stereo not given)
assay / entry	1	2	3	4	5	6	7	8
CHO-K1 Ca antag	-6	-12	-10	9	-12	-15	7	21
OXTR potentiate	-15	-2	-5	-7	-13	-9	-7	-2
CHO parental Ca	-27	-17	4	-3	-5	-23	-1	-2
CHRM1 PAM	1	16	6	7	4	7	4	12
CHO-K1 Ca ag	-0.7	0.3	0.4	0.0	0.8	1.4	-0.3	-0.2
M1 ag	-7	-2	-1	-3	-4	-3	-1	3
M4 antag	-8	-2	7	-7	-8	-2	-9	-8
CHRM1 antagonist	-35	-8	-11	3	-6	-8	1	-1
CHRM4 agonist	1	1	1	2	1	8	2	1

9. O=C(CSc1nnc(-c2ccncc2)n1-c1ccccc1)NC1CC1
10. Cc1cccc2c(N=Nc3ccc(S(=O)(=O)Nc4cccc(Cl)c4)cc3[N+](=O)[O-])c(O)[nH]c12
11. COc1ccc([C@H]2C[C@H](O)[C@@H](n3cc(C4CC4)nn3)CN2C(=O)c2cccs2)cc1
12. CCN(CC)S(=O)(=O)c1ccc(C)c(NC(=O)COC(=O)C=C(C)C)c1
13. Cc1nn(CC(=O)Nc2ccc3c(c2)nc(CCN2CCCCC2)n3C)c(=O)c2ccccc12
14. Cc1cccc(CCNCc2c(C(=O)O)c(C)n(-c3ccccc3)c2C)c1
15. Cc1cc(C)c(CN2CCN(C(=O)Cn3ccc(NC(=O)OCc4ccccc4)nc3=O)CC2)c(C)c1
16. C=CCC(O)(CC=C)CNC(=O)c1ccc(OC)c(OC2CCN(C(C)=O)CC2)c1
assay / entry	9	10	11	12	13	14	15	16
CHO-K1 Ca antag	-7	-13	-17	-22	-5	3	-8	-12
OXTR potentiate	-4	-14	.	-2	-8	-11	-7	.
CHO parental Ca	-2	0	.	-9	-7	-29	9	.
CHRM1 PAM	10	6	8	1	-21	14	-5	8
CHO-K1 Ca ag	0.5	-0.2	0.4	1.2	0.3	0.2	-0.5	0.8
M1 ag	-2	-5	0	-2	-7	-5	-7	-3
M4 antag	8	3	-10	7	7	-5	6	-4
CHRM1 antagonist	-11	-13	-11	-23	40*	-20	11	-11
CHRM4 agonist	0	1	1	2	0	1	3	0

17. C/C(=N\NC(=S)Nc1cc(S(=O)(=O)N2CCOCC2)ccc1Cl)c1ccc(N2CCOCC2)cc1
18. Cc1c(C(=O)NCCc2ccccc2)oc2ccccc12
19. Cc1cccc(N(Cc2cc(=O)[nH]c3ccccc23)C(=O)C(C)C)c1
20. Cc1ccc(N=C2S/C(=C/c3cccc(OCC(=O)O)c3)C(=O)N2C)cc1C
21. CNc1c(NC(=O)c2ccc3c(c2)OCO3)c(=O)oc2ccccc12
22. Cc1cc(NC(=O)COC(=O)c2cc(S(=O)(=O)N(C)C)ccc2Cl)no1
23. COc1ccccc1OCC(=O)O
24. Cc1ccc(NC(=O)c2cc(-c3ccco3)nc3ccccc23)cc1S(=O)(=O)N1CCOCC1
assay / entry	17	18	19	20	21	22	23	24
CHO-K1 Ca antag	-11	-16	-1	6	-10	-21	-4&6	-10
OXTR potentiate	-2	11*	-1	-9	-4	-6	-1&-11	-26
CHO parental Ca	-12	-30	-19	-16	3	-24	-1&-1	-13
CHRM1 PAM	2	11	-4	10	5	7	1&-1	10
CHO-K1 Ca ag	0.2	-1.0	3.8	-0.3	6.5	2.1	0.3&0.1	1.2
M1 ag	-3	-7	-7	0	0	-3	-2&-3	-3
M4 antag	-1	-1	-8	1	3	5	6&-22	3
CHRM1 antagonist	-3	-11	6	-10	-4	-8	22&10	-8
CHRM4 agonist	0	0	1	0	6	0	1&1	1

Quoted at random: four records from the list
7. C=CCNC(=O)c1cc(Cl)ccn1
17. C/C(=N\NC(=S)Nc1cc(S(=O)(=O)N2CCOCC2)ccc1Cl)c1ccc(N2CCOCC2)cc1
10. Cc1cccc2c(N=Nc3ccc(S(=O)(=O)Nc4cccc(Cl)c4)cc3[N+](=O)[O-])c(O)[nH]c12
1. CN(CC(=O)N1CCc2ccccc21)S(=O)(=O)c1ccc(Br)s1
assay / entry	7	17	10	1
CHO-K1 Ca antag	7	-11	-13	-6
OXTR potentiate	-7	-2	-14	-15
CHO parental Ca	-1	-12	0	-27
CHRM1 PAM	4	2	6	1
CHO-K1 Ca ag	-0.3	0.2	-0.2	-0.7
M1 ag	-1	-3	-5	-7
M4 antag	-9	-1	3	-8
CHRM1 antagonist	1	-3	-13	-35
CHRM4 agonist	2	0	1	1

New compounds follow.
25. CC(=O)N1N=C(c2ccc(Cl)cc2)OC12CCCC2
26. CCCn1c(=O)c(-c2nc3ccccc3[nH]2)c(O)c2ccccc21
27. Cc1ccc(C)c(S(=O)(=O)N2CCN(c3ncnc4sccc34)CC2)c1
28. O=C(c1ccc(NC2=NC3CS(=O)(=O)CC3S2)cc1)N1CCN(c2ccccc2)CC1 (stereo not given)
29. Cc1cc(C)n(CC(=O)NNC(=O)CCNC(=O)c2ccccc2Cl)n1
30. O=C(COC(=O)COc1ccc(Cl)cc1)NC1CCS(=O)(=O)C1 (stereo not given)
31. Cc1nc(N=Nc2ccc(O)cc2)n[nH]1
32. O=C(NCCc1nc2ccccc2[nH]1)C1CCC(=O)N(CCc2cccc(F)c2)C1 (stereo not given)
assay / entry	25	26	27	28	29	30	31	32
CHO-K1 Ca antag	-10	20	1	2	-10	-10	4	-4
OXTR potentiate	2	-6	-9	-7	3	-2	-6	-4
CHO parental Ca	-3	-2	62*	5	-6	-10	7	-14
CHRM1 PAM	6	1	-12	4	15	3	12	-3
CHO-K1 Ca ag	0.4	0.2	16*	0.9	1.9	-0.6	-0.1	0.0
M1 ag	-3	-4	0	-6	3	-1	-4	-4
M4 antag	-2	-6	-2	-5	-2	2	-8	5
CHRM1 antagonist	-11	7	35*	-3	-14	8	-16	8
CHRM4 agonist	1	1	20	1	1	0	0	0

33. CCOc1ccc(N2C(=O)CC(N3CCC(NC(=O)Nc4ccccc4)CC3)C2=O)cc1 (stereo not given)
34. Cn1cnc([N+](=O)[O-])c1Sc1nc(N)nc2c1ncn2C1CC(O)C(CO)O1 (stereo not given)
35. Cc1c(Cc2ccccc2)c(=O)oc2cc(OCC(=O)c3ccccc3)ccc12
36. Cc1cc([N+](=O)[O-])ccc1NC(=O)CCC(=O)N1CCCCCC1
37. CCCCc1cc(=O)oc2cc(C)cc(OCc3nn[nH]n3)c12
38. Cc1cc(Br)ccc1NC(=O)CNC(=O)CN(C)Cc1nc2ccccc2c(=O)[nH]1
39. O=C(CN1CCN(S(=O)(=O)N2CCCCC2)CC1)Nc1cc(Cl)ccc1Cl
40. O=C(Nc1ccc(F)cc1)C(c1ccccc1)N1CCN(S(=O)(=O)c2c(F)cccc2F)CC1 (stereo not given)
assay / entry	33	34	35	36	37	38	39	40
CHO-K1 Ca antag	3	-16	2	0	-15	-18	-1	-1
OXTR potentiate	-9	.	-1	-5	-9	2	2	-3
CHO parental Ca	-3	.	5	-15	10	-14	-10	-9
CHRM1 PAM	4	-1	5	9	4	5	7	-5
CHO-K1 Ca ag	-0.4	0.3	1.0	1.6	0.4	1.0	0.1	0.2
M1 ag	-3	-1	-8	-3	-4	-8	-4	-7
M4 antag	1	-4	-2	-4	-18	-3	4	8
CHRM1 antagonist	-15	-10	-5	-11	-9	-8	0	5
CHRM4 agonist	0	2	1	0	0	1	0	1

41. COC(=O)[C@]1(Cc2ccccc2)N[C@H](CN(C)C(=O)c2ccc(C)cc2)[C@@H]2C(=O)N(Cc3ccccc3)C(=O)[C@@H]21
42. CCOc1ccc(NC(=O)CN2C(=O)CSc3ccc(S(=O)(=O)N4CCOCC4)cc32)cc1
43. Cc1ccc(C(=O)N/C(=C\C=C\c2ccccc2)C(=O)NCc2ccco2)cc1
44. CCN(CC(=O)NCc1cccs1)C(=O)COc1ccc(C(N)=O)cc1
45. COC(=O)CCN(C)CCC(=O)OC
46. CN(Cc1ccccc1)C(=O)C(C(=O)c1ccc(F)cc1)n1cc(Cl)ccc1=O (stereo not given)
47. Cc1ccc(S(=O)(=O)/N=C(/c2ccccc2)N(C)c2ccc(O)cc2)cc1
48. O=c1c2c3c(sc2nc2n1CCC2)CCCCC3
49. COCCNC(=O)C1(C)CCCN(Cc2cccc(F)c2)C1 (stereo not given)
50. C=CCN(c1ccc(C(=O)Nc2cc(C)cc(C)c2)cc1)S(C)(=O)=O
assay / entry	41	42	43	44	45	46	47	48	49	50
CHO-K1 Ca antag	-19	-6	-5	12	11	-13	0	-4	14	-5
OXTR potentiate	-5	4	-3	6	-11	-4	-17	-17	.	-1
CHO parental Ca	-22	-17	-17	-6	10	-26	-4	5	.	-11
CHRM1 PAM	16	-2	-2	-3	6	-2	9	-6	6	5
CHO-K1 Ca ag	0.2	-0.8	0.5	-0.3	-0.2	3.7	1.0	1.3	-0.4	-0.4
M1 ag	-4	-5	-9	-2	1	-4	-7	-8	-2	-8
M4 antag	-13	-3	-14	5	-2	-5	-3	3	-2	3
CHRM1 antagonist	-13	8	-8	10	-6	9	-3	14	-14	-10
CHRM4 agonist	1	1	4	0	1	8	1	1	0	0

Assay outcomes deposited in PubChem by The Scripps Research Institute Molecular Screening Center.
